From PubChem BioAssay
14-3-3g Raf: 14-3-3 gamma protein interaction modulation; P61981; FP, 14-3-3gamma / TMR-pS259-Raf peptide binding; inhibition, % at 40 µM; 0.19% of 160,000 active; AID 422; in the data active = inhibition above about 30%;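 note: 0% = protein plus tracer without compound and 100% = blank with tracer alone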
Target sequence (P61981 whole entry, looked up): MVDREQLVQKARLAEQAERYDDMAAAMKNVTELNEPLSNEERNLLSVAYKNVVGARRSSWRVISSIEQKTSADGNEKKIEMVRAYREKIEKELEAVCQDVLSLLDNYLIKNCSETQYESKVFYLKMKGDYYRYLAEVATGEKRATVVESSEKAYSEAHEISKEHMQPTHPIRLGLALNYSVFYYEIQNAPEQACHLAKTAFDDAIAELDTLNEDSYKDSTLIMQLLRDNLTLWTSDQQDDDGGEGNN
The depositor's hits bear a star; & = joins results of further samples. The list is partial (hit frequency here may not be typical).

SMILES	14-3-3g Raf
CCc1ccccc1N(C(=O)CCC(=O)Nc1cc(C)on1)C(C(=O)NC1CCCC1)c1ccco1 (centres undefined)	-3
COc1cccc(NC(=O)c2ccc(CN3CCOCC3)cc2)c1	-8
Cc1c(C(=O)NC(C)C)oc2ccc(S(=O)(=O)N3CC(C)CC(C)C3)cc12 (centres undefined)	2
CC(NC(=O)c1cc(-c2ccccc2)on1)c1ccccc1 (centres undefined)	-1
Cc1ncc([N+](=O)[O-])n1CC(=O)Nc1ccc(Cl)cc1	-25
CCOC(=O)COc1cccc2c(=O)n(CC(=O)N3CCc4ccccc43)ccc12	5
CCN(CC)S(=O)(=O)c1ccc(C(=O)NCc2n[nH]c(=S)n2-c2cccc(C)c2)cc1	2
O=[N+]([O-])c1cc(-n2ncnc2-c2ccc(Cl)cc2)ccc1F	-3
CC1CCN(c2nc(-c3ccc(F)cc3)cc(C(F)(F)F)n2)CC1	1
CN(C)c1ccc(C2Nc3ccc(C(=O)c4ccccc4)cc3NC3=C2C(=O)CCC3)cc1 (centres undefined)	-13
CCN1C(=O)c2cccc3c(NS(=O)(=O)c4ccc(NC(C)=O)cc4)ccc1c23	0
CCOC(=O)C1=NN(c2cccc(Cl)c2)C2C(=O)N(c3ccccc3OC)C(=O)C12 (centres undefined)	-2
CCOC(=O)c1cc2c(=O)n3ccccc3nc2n(CC(C)C)c1=NC(=O)c1ccccc1OCC	-11
Cc1nc(COC(=O)c2c(C)nn(-c3ccccc3)c2C)cs1	-7
COc1cc(C(=O)N2CCN(Cc3ccccc3Br)CC2)cc(OC)c1OC	-13
CCOC(=O)C1CCN(C2CC(=O)N(c3ccc(NC(C)=O)cc3)C2=O)CC1 (centres undefined)	-10
Cc1ccc2oc(=O)c3cc(C(=O)NCCN4CCN(C)CC4)sc3c2c1	-3
O=C(OC1=NN(c2ccccc2)CC1)c1cc2ccccc2oc1=O	1
NC(=O)CSc1oc(-c2cccs2)nc1S(=O)(=O)c1ccc(Cl)cc1	-83
COc1ccc(C2C3=C(CC(C)(C)CC3=O)OC3=C2C(=O)CC(C)(C)C3)cc1COc1ccc(F)cc1	-6
CCn1ncc(Br)c1C(=O)Nc1ccc(Cl)cn1	5
CCN1CCN(S(=O)(=O)c2ccc(S(=O)(=O)N(CC)Cc3ccccc3)cc2)CC1	-9
O=C(CSc1oc(-c2ccc(F)cc2)nc1S(=O)(=O)c1ccc(Br)cc1)Nc1ccc(F)cc1	-15
CCOc1ccc(NC2CC(=O)N(c3ccccc3F)C2=O)cc1 (centres undefined)	13
COc1ccccc1C(=O)Nc1ccc2nc(SCC(=O)Nc3ccccc3F)sc2c1	-1

3 compounds drawn at random from those above:
SMILES	14-3-3g Raf
Cc1nc(COC(=O)c2c(C)nn(-c3ccccc3)c2C)cs1	-7
CN(C)c1ccc(C2Nc3ccc(C(=O)c4ccccc4)cc3NC3=C2C(=O)CCC3)cc1 (centres undefined)	-13
CC1CCN(c2nc(-c3ccc(F)cc3)cc(C(F)(F)F)n2)CC1	1

The list goes on.
SMILES	14-3-3g Raf
CC(C)c1nnc(NC(=O)CCCC(=O)O)s1	3&-2
COCCn1c(SCC(=O)Nc2cc(Cl)ccc2OC)nc2c(c1=O)SC(C)C2 (centres undefined)	-4
COc1cccc(C=Nc2ccc3oc(-c4ccccc4C)nc3c2)c1O	-98
Nc1ncnc(Nc2cccc(C(F)(F)F)c2)c1[N+](=O)[O-]	4
Cc1cc(C(=O)Oc2cccc(NC3=NS(=O)(=O)c4ccccc43)c2)c2ccccc2n1	-27
CCCCN(CC)CCNC(=O)c1cn(C)c(=O)c2c1c1ccccc1n2C	-4
CCc1ccc(-c2nc(CS(=O)CC(=O)O)c(C)o2)cc1 (centres undefined)	-19
Cc1cccc(NC(=O)c2cc(NC(=O)c3ccco3)ccc2Cl)n1	-10
CC12CN3CCN(CC(C3)C1(O)CN1CCOCC1)C2 (centres undefined)	-2
CC(=O)NC(Nc1nccs1)(C(F)(F)F)C(F)(F)F	3
Cc1nnc(NC(=O)CSc2nnc(Cc3ccccc3)n2-c2ccccc2)s1	-1
Cc1ccc(-c2cc(C(=O)NCc3cnn(C)c3)c3ccccc3n2)cc1C	3
CCOc1cc2[nH]c(=O)n(CCC(=O)N3CCCC3)c(=O)c2cc1OCC	-5
Cc1cc(C)n2nc(SCC(=O)Nc3c(C)nn(-c4ccccc4)c3C)nc2n1	-2
Cc1ccc(C(=O)Nc2nc(-c3ccc(F)cc3)cs2)o1	-21
COc1ccc(-n2ncc3c(=O)n(CC(=O)OCc4ccccc4)cnc32)cc1	-8
COc1ccc(NC(=O)CCCn2c(=O)c3sccc3n(Cc3ccccc3F)c2=O)cc1	7
CCC1(C)CC(=O)N(c2ccc(C(=O)O)c(O)c2)C1=O (centres undefined)	-3
Cc1c(C(=O)Nc2ccccc2C(F)(F)F)sc2ncn(Cc3ccccc3F)c(=O)c12	3
COc1ccc(S(=O)(=O)N(C)CC(=O)Nc2cccc(C(C)=O)c2)cc1	9
CNC(=O)c1n[nH]n(C)c1=O	-9
OC(c1ccccc1)c1nc2ccccc2s1 (centres undefined)	-6&-5
CCOc1cccc(OCCCCn2ccnc2)c1	2
O=C(CN1CCOCC1)NCCNS(=O)(=O)c1ccccc1	-5
Cc1ccc(CNC(=O)CC2Nc3c4ccccc4nc(=S)n3C2=O)cc1 (centres undefined)	-17
The results go on:
SMILES	14-3-3g Raf
CCCN1C(=O)c2cccc3c(S(=O)(=O)N(C)C)ccc1c23	-8
O=C(Nc1ccccn1)c1c(O)c2ccccc2[nH]c1=O	2
COc1ccc(N=Cc2cc(Cl)cc([N+](=O)[O-])c2O)cc1Cl	-20
COc1ccc(CCNC(=O)C2CCC(CNc3c(N4CCCC4)c(=O)c3=O)CC2)cc1OC (centres undefined)	4
O=C(CSC1=NC2(CCCCC2)C2=C(CCCC2)N1)c1ccccc1	-1
Cc1cc(Cl)ccc1OC(C)C(=O)Nc1ccccc1C(F)(F)F (centres undefined)	-11
CC(=O)c1cccc(NC(=O)Nc2c(C)nn(C)c2C)c1	5
c1coc(Cn2nnnc2CN2CCN(C3CCCC3)CC2)c1	3
COC(=O)c1ccccc1Nc1ncnc(N)c1[N+](=O)[O-]	9
Nc1ccc(Oc2ccc3c(c2)C(=O)N(c2cccc(O)c2)C3=O)cc1	5
CCOC(=O)C1CCN(CCC(=O)Nc2ccccc2C)CC1	0
CC1(C)CC(C)(c2ccc(O)cc2O)N(c2cccc(C(F)(F)F)c2)C(=S)N1 (centres undefined)	-7
Cn1cc(C(F)(F)F)nc1-c1ccc(OCC(O)CNCCOc2ccc(O)c(C(N)=O)c2)cc1 (centres undefined)	-3
CN1C(=O)c2ccc(C(=O)NCc3ccccc3)cc2C1=O	-6
CCOc1cc2[nH]c(=S)n(Cc3ccc(C(=O)NC4CCCCC4)cc3)c(=O)c2cc1OCC	-5
CCCCNC(=O)c1sc2ncn(Cc3ccccc3Cl)c(=O)c2c1C	-5
COc1cccc(C2C3=C(CC(C)(C)CC3=O)OC3=C2C(=O)CC(C)(C)C3)c1OCc1ccccc1Cl	2
CCC1C(=O)N=C(SCC(=O)Nc2ccc(C(=O)OC)cc2)NC1=O (centres undefined)	-8
CC(=O)Nc1c2c(nn1-c1ccccc1C)CS(=O)(=O)C2	-6
COc1cccc(OCC(=O)Nc2ccc(OC)c(OC)c2)c1	1
COCCn1c(=S)[nH]c2cc(C(=O)N3CCN(c4ccc(F)cc4)CC3)ccc2c1=O	-4
NC(=O)CSc1nnc2sc3ccccc3n12	-3
Oc1ccccc1C1=NCCNC(C(F)(F)F)=C1	-19
O=C(Oc1ccc(Br)cc1)c1ccc([N+](=O)[O-])cc1	-7
Oc1c(C(Nc2ccccn2)c2ccc(Cl)cc2)ccc2cccnc12 (centres undefined)	-11

Structural class: those above with an aryl thioether with sulfur outside any ring
SMILES	14-3-3g Raf
NC(=O)CSc1oc(-c2cccs2)nc1S(=O)(=O)c1ccc(Cl)cc1	-83
O=C(CSc1oc(-c2ccc(F)cc2)nc1S(=O)(=O)c1ccc(Br)cc1)Nc1ccc(F)cc1	-15
COc1ccccc1C(=O)Nc1ccc2nc(SCC(=O)Nc3ccccc3F)sc2c1	-1
COCCn1c(SCC(=O)Nc2cc(Cl)ccc2OC)nc2c(c1=O)SC(C)C2 (centres undefined)	-4
Cc1nnc(NC(=O)CSc2nnc(Cc3ccccc3)n2-c2ccccc2)s1	-1
Cc1cc(C)n2nc(SCC(=O)Nc3c(C)nn(-c4ccccc4)c3C)nc2n1	-2
NC(=O)CSc1nnc2sc3ccccc3n12	-3

Sorted by molecular weight (lowest first): 3 of the compounds above
SMILES	14-3-3g Raf
CC(=O)c1cccc(NC(=O)Nc2c(C)nn(C)c2C)c1	5
COC(=O)c1ccccc1Nc1ncnc(N)c1[N+](=O)[O-]	9
Oc1c(C(Nc2ccccn2)c2ccc(Cl)cc2)ccc2cccnc12 (centres undefined)	-11

The results go on.
SMILES	14-3-3g Raf
Cc1cccc(-n2ncc3c(N4CCOCC4)ncnc32)c1	-3
Cc1ccc(CSCC(=O)N2CCOCC2)cc1	-3
CCN(CC)CC#CCN1c2ccccc2Sc2ccccc21	-12
CC(=O)N1c2ccccc2NC2=C(C(=O)CC(c3cccc([N+](=O)[O-])c3)C2)C1c1ccc(Cl)cc1 (centres undefined)	1
c1ccc2c(c1)[nH]c1nc3nncn3nc12	-4
Cc1cc(C(=O)CSc2nnc(Nc3ccccc3)s2)c(C)n1CC1CCCO1 (centres undefined)	-9
Cc1ccc2nc(NC(=O)C3CCCN(S(=O)(=O)c4cccnc4)C3)sc2c1 (centres undefined)	0
COc1ccc(C2CC(C(F)(F)F)n3nc(C(=O)Nc4ccc5c(c4)CCC5)cc3N2)cc1OC (centres undefined)	2
O=C1NN=C(c2ccc(Br)cc2)CC1c1c[nH]c2ccccc12 (centres undefined)	1
CCOc1ccc(NC(=O)CCS(=O)(=O)c2cc(Br)cc3c2N(C(C)=O)CC3)cc1	-39
CCC(C(=O)Nc1ccccc1OC)n1c(C(=O)OC)cc2ccsc21 (centres undefined)	6
O=C1CC(C=Cc2ccccc2)=Nc2ccccc2N1	2
CSc1nnc2c(n1)OC(C=Cc1ccco1)Nc1ccccc1-2 (centres undefined)	-39
Cc1cccc(Cn2c(=O)n(CCCC(=O)NCc3ccco3)c(=O)c3ccccc32)c1	-13
Nc1nc(SCC(=O)N2CCc3ccccc32)[nH]c(=O)c1-c1ccccc1	-2
O=C(Nc1ccc([N+](=O)[O-])cc1Br)c1cccc2ccccc12	-12
CCn1c(SCC(=O)Nc2c(C)n(C)n(-c3ccccc3)c2=O)nnc1-c1cccc(C)c1	9
O=C(CNC(=O)c1cccs1)NCc1cccs1	-12
Cn1cccc1C(=O)N1CCN(c2cccc(C(F)(F)F)c2)CC1	4
O=C(NCCN1CCOCC1)c1csc2c1CCCC2	3
CC(=O)O[C@]1(C(C)=O)CC[C@H]2[C@@H]3C[C@H](C)C4=CC(=O)CC[C@]4(C)[C@H]3CC[C@@]21C	-7
CCc1nn(C(C)C(=O)N2CCc3ccccc3C2)c(=O)c2cc3occc3n12 (centres undefined)	-6
Fc1ccc(C2=CC(c3cccs3)n3ncnc3N2)cc1 (centres undefined)	-43
CC(=O)c1c(-c2ccccc2)[nH]c2ccccc12	-24
Cc1ccc(-n2ncc3c(=O)[nH]c(SCC(=O)OCc4ccccc4)nc32)cc1C	-6
Remaining list, next part:
SMILES	14-3-3g Raf
COc1ccc(NC(=O)CSc2nnc(-c3ccccc3)n2N)cc1	2
CCn1ncc(C2=NOC(C(=O)NCc3ccc(OC)cc3)C2)c1C (centres undefined)	-5
Cc1[nH]c(=O)[nH]c(=O)c1S(=O)(=O)N1CCCC(C(=O)NCc2ccco2)C1 (centres undefined)	-4
COc1ccc(Cn2c(=O)[nH]c3cc(C(=O)NCc4ccc(C)cc4)ccc3c2=O)cc1	-7
COc1ccc(CCNc2cc(N3CCN(C(C)=O)CC3)ccc2[N+](=O)[O-])cc1OC	-3
CCN(CC)c1ccc(NC(=O)CN2CCN(c3ccccc3F)CC2)cc1	-7
CCCCn1nnnc1NCc1cccc(OC)c1OC	4
O=C(NC(=O)N(c1ccc(Cl)cc1)S(=O)(=O)c1ccccc1)Nc1cccc(C(F)(F)F)c1	-3
COc1ccc(OC)c(CN2CCN(C(=O)c3cc(OC)c(OC)c(OC)c3)CC2)c1	1
CC(Sc1ncc(C#N)c(N)n1)C(=O)Nc1ccccc1 (centres undefined)	-8
Cc1cc(OCC(=O)Nc2cccc(C(F)(F)F)c2)ccc1C(C)C	2
O=C(NCCN1CCN(c2ccccc2)CC1)C1CCN(S(=O)(=O)c2ccc(Br)s2)CC1	-16
Cc1cc(=O)[nH]c(SCC(=O)c2ccc(C)c(C)c2)n1	-3
CCOCCOC(=O)c1ccc(NC(=O)c2cccs2)cc1	-11
CCC(C)NC(=O)c1cc2c(=O)oc3ccccc3c2s1 (centres undefined)	-3
CCOC(=O)c1nc2sc(C)c(C)c2c(=O)[nH]1	1
CCCc1cc(C(=O)Nc2ccccc2SC)no1	1
CCOc1ccc(C2=[N+]([O-])C(C)(C)N(O)C2(C)C)cc1	-11
CC(=O)N1CCc2cc(S(=O)(=O)N3CCN(C(c4ccccc4)c4ccc(Cl)cc4)CC3)ccc21 (centres undefined)	3
COc1ccc(C=Cc2nc3ccccc3n2CC(=O)N(c2ccccc2)C(C)C)cc1	-1
CC(C)CCc1c(O)nc(SCCN(C)C)[nH]c1=O	19
Cn1c(-c2ccccc2)cn2c3ccccc3nc12	-291
O=C(Nc1c2c(nn1-c1ccc(Cl)cc1)CSC2)c1ccccc1F	-1
COc1ccc(-n2nnc3c(SCC(=O)N4CCCc5ccccc54)ncnc32)cc1	9
O=C(Nc1ccc2oc(-c3ccccc3F)nc2c1)c1ccc2ccccc2c1	-40
COc1ccc(NC(=O)COc2nsnc2N2CCCCC2)cc1	-5&-23

Arranged by value in 14-3-3g Raf (falling): 3 of the compounds above.
| SMILES | 14-3-3g Raf |
| --- | --- |
| O=C(NC(=O)N(c1ccc(Cl)cc1)S(=O)(=O)c1ccccc1)Nc1cccc(C(F)(F)F)c1 | -3 |
| CCOCCOC(=O)c1ccc(NC(=O)c2cccs2)cc1 | -11 |
| Cn1c(-c2ccccc2)cn2c3ccccc3nc12 | -291 |
